WT yeast gro inh: growth inhibition of WT strain, primary screen, mitochondrial fusion inhibitor project, WT and mutant strains, chemical genetic | mitochondrial fusion phenotypic screen | inhibition, % at 10 µM | 190,000 compounds, 2.1% hits | AID 1362, 2008; in the data active means inhibition above about 58%; tested in S. cerevisiae
Dynein transport: inhibitors of GR-EGFP nuclear translocation, primary screen, dynein cargo transport inhibitor project, imaging, high-content, 3617.4 mouse cells | AID 1381, 2008 | z-score, hits read low | 220,000 compounds, 0.47% hits | test concentration mostly 20 µM; stimulated with dexamethasone, 1 µM; hits give low values;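 active means plate z-score of nuclear minus cytoplasmic receptor signal below a set negative limit, without overly bright fluorescence or cell loss, cut at about -3.5 in these data, passing the limit was not always enough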;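 further: z-score of nuclear minus cytoplasmic ring GR-EGFP intensity difference per well; some compounds called inactive have numbers as strong as hits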
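Buffer or medium – tet-free medium with charcoal-stripped serum · Signal – automated 10x imaging of fixed Hoechst-stained cells · Also added – dexamethasone agonist, 1.0 µM final, for 30 min · Incubation – induction 48 h, compound 1 h, agonist 30 min · Read-out – GR-EGFP nuclear translocation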
Yfh1-depleted yeast: enhancers of respiration in Yfh1-depleted yeast, dose response, Friedreich's ataxia, plus single-dose screen (AID 1465). S. cerevisiae Yfh1-off respiration, WST-1 reduction, 72 h; higher fold induction means a stronger effect. one-dose fold induction at 50 µM; EC50 in µM for titrated hits. 220,000 compounds, 0.074% hits;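 active means fold induction of absorbance versus untreated yeast above a set limit, then at least 30% activation at any dose in follow-up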;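 further: activators that raise dye reduction in frataxin-depleted yeast; strong numbers were not always called active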
Insulin prom up: insulin promoter activators in MIN6 cells, imaging, high-content screening, mouse beta cells. z-score at 5 µM. MIN6 insulin promoter-GFP reporter; hits give high values. 190,000 compounds, 0.3% hits;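 active means z-score above 3 at 5 µM with at least 500 cells counted in the well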
Hep lipid drop: inhibitors of hepatocyte lipid droplet formation, primary screen, imaging, high-throughput imaging, BODIPY stain. 240,000 compounds, 0.4% hits. inhibition, % at 6.5 µM. AID 1656, 2009. AML12 mouse hepatocytes, oleate lipid droplets;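 active means lipid droplet intensity inhibited by at least 50%, with more than 500 cells counted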
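System: AML12 hepatocytes (mouse). Probe or stimulus: oleic acid at 100 µM to induce lipid droplet formation. Times: overnight treatment with compound plus oleate. Detection: Image-based BODIPY and DAPI two-channel analysis. Evaluation: percent inhibition of filter-corrected integrated lipid droplet intensity per well.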
NOD2 inhibition: NOD2 signaling inhibitors, cell-based, luminescence, uHTS, HEK293 (AID 1566); 290,000 compounds, 0.63% hits; inhibition, % at 4 µM; hits with a dose series show EC50 in µM; HEK293 NOD2/NF-kB luciferase reporter, luminescence; higher % means a stronger effect; in the data active means inhibition above about 50%; further: many of its hits are not listed in these tables
MT stabilize HCS: microtubule stabilizers in HeLa cells, primary screen, imaging, high-content imaging; 200,000 compounds, 0.83% hits; AID 2205, 2009; % tubulin-high responders, % at 10 µM; HeLa tubulin immunostaining HCS, 24 h; share of cells brighter than vehicle mean+2SD;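 active means plate Z-score above 3 for both tubulin-high and condensed-nucleus cell shares, with cell loss under 80%, at 10 µM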;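 further: anti alpha tubulin signal scored within the nucleus-defined area of each cell; some results filed as inactive read as strong as hits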
bCat nuc transl: modulators of beta-catenin nuclear translocation, primary screen, imaging, HeLa cells, immunofluorescence, high-content; 190,000 compounds, 0.3% hits; nuclear translocation activity, % at 5 µM;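 active means nuclear translocation activity above 50% at 5 µM, with a well cell count of 50 or more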;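 further: per-cell ratio of nuclear to cytoplasmic median beta-catenin stain intensity; plate controls were DMSO negative control for no effect and GSK-3 inhibitor IX positive control for full effect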
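Signal – beta-catenin immunofluorescence imaging with DAPI · Test system – human HeLa cell line · Dosing – 5 µM primary single dose, 0.1% DMSO, 0.02–20 µM confirmation series · Measure – % activation, nuclear-to-cytoplasmic median beta-catenin signal ratio per cell · Incubation – 24 h compound exposure at 37°C, 5% CO2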
Autophagy HCS: autophagy modulators in MEF cells, primary screen, imaging, high-content, MEF GFP-LC3; MEF GFP-LC3 puncta imaging; test concentration mostly 10 µM; calls only at 10 µM (by protocol); 190,000 compounds, 0.98% hits;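 active means percentage of spot-positive cells more than 3 SD above its plate mean, without a fluorescence outlier flag or 80% toxicity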;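 further: spot-positive cell cutoff set from DMSO-treated cells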
WT yeast gro inh mutant strain: recorded beside WT yeast gro inh, whose call it bears; inhibition, %; mitochondrial fusion phenotypic screen, mutant strain inhibition
Dynein transport cytoplasmic EGFP: recorded beside Dynein transport, whose call it bears; z-score; measured here: cytoplasmic GR-EGFP intensity; hits give high values
Dynein transport nuclear GR-EGFP: also measured in Dynein transport; calls as there; z-score; measured here: nuclear GR-EGFP intensity;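 lower value marks the stronger effect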
Dynein transport cell count: also measured in Dynein transport; calls as there; z-score; measured here: cell count per field
Insulin prom up cell count: further read-out of Insulin prom up, marked with its call; cell count; measured here: cytotoxicity, nuclei count;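 total cells summed across four imaged fields per well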
Hep lipid drop cells 6.5 µM: also measured in Hep lipid drop; calls as there; cell count; measured here: cell count, cytotoxicity flag;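 cells counted across two imaged fields per well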
bCat nuc transl cell count 5 µM: also measured in bCat nuc transl; calls as there; cell count; measured here: cell count, cytotoxicity flag
MT stabilize HCS Hoechst-high %: further read-out of MT stabilize HCS, marked with its call; % Hoechst-high responders; measured here: nuclear condensation Hoechst responders;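 share of cells brighter than vehicle mean plus two SD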
MT stabilize HCS cytotoxicity %: also measured in MT stabilize HCS; calls as there; toxicity, %; measured here: cytotoxicity by cell density;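 0% = mean cell density of plate MIN control wells and 100% = no cells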
Autophagy HCS cell loss 18 h: recorded beside Autophagy HCS, whose call it bears; toxicity, %; measured here: cell loss, nuclei count;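 cell loss after 18 h compound exposure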
Starred values were filed as active, the others as inactive; i = inactive; nt = not tested or not shown.

mol	WT yeast gro inh	WT yeast gro inh mutant strain	Dynein transport	Dynein transport cytoplasmic EGFP	Dynein transport nuclear GR-EGFP	Dynein transport cell count	Yfh1-depleted yeast	Insulin prom up	Insulin prom up cell count	Hep lipid drop	Hep lipid drop cells 6.5 µM	NOD2 inhibition	MT stabilize HCS	MT stabilize HCS Hoechst-high %	MT stabilize HCS cytotoxicity %	bCat nuc transl	bCat nuc transl cell count 5 µM	Autophagy HCS	Autophagy HCS cell loss 18 h
Clc1ccc(-c2cn3cc(Br)ccc3n2)cc1Cl	21	6	-0.24	-0.062	0.084	0.017	i	-0.63	1423	-6	524	-181%	4.9	2.1	1.6	1.0	1103	i	6
CCOc1cc(C2C(C#N)=C(N)OC(C)=C2C(C)=O)cc(Br)c1O (stereo not drawn)	-6	-13	0.32	-0.1	0.21	-0.5	i	-0.25	1134	-3	645	3%	3.4	1.6	3.7	nt	nt	i	1
CC(=O)Nc1ccc(NC(=O)CSc2nnnn2-c2ccc3c(c2)OCCO3)cc1	-2	-7	0.96	-0.31	0.87	-0.95	i	0.8	1345	-3	656	1%	2.1	2.2	3.5	3.3	953	i	-4
CC(C)NC(=O)CCn1c(=S)oc2ccccc21	9	-8	1.6	-0.24	0.4	0.13	i	-0.69	1157	-3	753	9%	3.1	1.9	0.3	0.6	1069	i	-7
CCOC(=O)C1CCN(C(=O)COc2ccc(S(=O)(=O)N3CCCC3)cc2C)CC1	8	1	-0.8	-0.24	-0.37	0.29	i	0.37	1636	-3	656	0%	1.9	2.1	4.3	-2.7	1050	i	11
CCCCC1=CC2=C(c3ccco3)C(=O)C(C)(OC(=O)c3ccc(OC)cc3)C(=O)C2=CN1C(CO)CO (stereo not drawn)	nt	nt	-1.2	-0.74	-0.5	0.5	i	-0.13	1030	2	760	9%	nt	nt	nt	0.3	1151	nt	nt
CCCn1c2c(c(O)c(C(=O)Nc3nc4ccccc4s3)c1=O)CCCC2	8	23	0.88	-0.2	0.37	-0.66	i	0.3	1120	-2	673	-12%	1.8	2.0	1.6	0.8	1541	i	-9
CC(C)(C)c1ccc(S(=O)(=O)Nc2ccc(Cc3ccncc3)cc2)cc1	59*	1.8*	-0.37	-0.3	-0.65	0.66	i	-0.22	1128	67*	613*	15%	3.9	2.3	4.5	2.8	952	i	-10
CNS(=O)(=O)c1cnccc1N1CCN(C)CC1	-3	9	0.39	-0.15	0.31	-1.4	i	0.73	1356	0	721	4%	1.5	3.4	9.5	nt	nt	i	2
C=CCOc1cccc(C2C(C(=O)c3ccc(C)o3)=C(O)C(=O)N2CCN(C)C)c1 (stereo not drawn)	0	1	-1.1	-0.23	-0.58	0.96	i	0.43	1227	nt	nt	0%	3.1	3.5	15	-4.6	959	i	12
CC(=O)c1ccc(OC(=O)N(c2ccccc2)c2ccccc2)cc1	22	21	1.9	-0.29	0.45	-0.61	i	-0.55	907	nt	nt	11%	1.3	1.5	22	nt	nt	i	-2
Cc1ccc(SCc2cc(=O)[nH]c(Nc3nc(C)c4ccc(C)cc4n3)n2)cc1	13	-5	-0.21	-0.23	0.031	0.69	i	-0.31	1374	-16	560	14%	2.9	2.4	9.9	0.8	1106	i	-11
COc1ccccc1-c1c(NC(=O)c2ccco2)n(-c2ccccc2)nc(C)c1=O	-7	35	2.6	-0.4	0.64	-0.33	i	0.53	979	nt	nt	19%	3.2	2.0	4.5	-1.4	1163	i	18
O=C(Nc1ccc(Cl)cc1F)c1ccc(COc2c(F)c(F)c(F)c(F)c2F)o1	nt	nt	-0.57	-0.22	-0.12	0.58	i	0.22	1357	nt	nt	-24%	2.0	1.9	6.8	-2.2	1078	i	2
CCOc1ccc(NC(=O)Nc2cc(-c3ccccc3)sc2C(=O)OC)cc1	4	-7	-0.2	-0.29	-0.27	0.47	i	0.1	1544	-9	573	-39%	5.1	2.7	9.9	-1.7	1071	i	10
Cc1ccc(C)c(NC2=CC(=O)CC(C)(C)C2)c1C#N	-4	-17	-0.75	-0.21	-0.59	0.38	i	0.81	948	nt	nt	-18%	3.1	1.3	3.5	4.0	700	i	-16
CC(C)NS(=O)(=O)c1ccc(CCC(=O)N2CCOCC2)cc1	-4	-2	2.2	-0.25	0.55	-1.6	i	0.51	1251	5	794	-1%	3.8	2.0	5.4	-0.1	948	i	3
CC1(C)Cc2c(sc3nc(-c4ccccc4)oc(=O)c23)CO1	-2	21	0.54	0.11	0.58	-0.77	i	0.15	1384	10	676	-11%	3.0	2.4	8.6	-0.1	1055	i	-4
Cc1c(Cl)cccc1NC(=S)NC1CC1	-24	6	2.7	-0.2	1	-1.5	i	-0.01	1227	-2	587	7%	3.0	3.9	7.7	nt	nt	i	-2
CN(C)CCC1c2ccc(Cl)cc2CCc2cccnc21 (stereo not drawn) (tested in a mixture with another compound)	nt	nt	-1	-0.22	-0.56	0.31	i	-1.3	1410	-4	827	4%	nt	nt	nt	-2.3	1075	nt	nt
O=C(NNc1ncnc2c1cnn2-c1ccccc1)c1cccs1	3	11	-0.12	-0.27	-0.36	1.3	i	0.91	1077	-11	729	9%	2.0	1.7	2.5	nt	nt	i	-3
c1csc(-c2ccnc3ncnn23)c1	-3	-10	0.022	-0.32	-0.37	0.38	i	-4.9	673	13	737	-18%	3.3	4.4	8.2	-1.2	560	i	3
COc1ccc(N2CCN(S(=O)(=O)c3ccc(OC)cc3)CC2)cc1	8	-6	-1	-0.22	-0.6	1	i	nt	nt	0	713	17%	3.6	1.7	8.4	-1.6	1133	i	-2
CC1=C(C(=O)O)N2C(=O)C(NC(=O)c3nn(C)c(C)c3Cl)C2SC1 (stereo not drawn)	-1	-3	-0.24	-0.25	0.13	0.34	i	-0.46	1448	-6	667	-16%	1.6	1.3	1.9	0.6	1097	i	19
Cc1cc(F)c(F)cc1C(=O)N1CCCC1	-10	1	-0.32	-0.2	-0.22	0.48	i	0.03	1689	-22	688	6%	1.9	1.4	10	1.3	960	i	22
Cc1cccc(-n2c(SCC(=O)NCc3ccco3)nc3ccccc3c2=O)c1	-7	1	-0.44	-0.11	0.011	0.44	i	-0.06	1164	nt	nt	11%	6.6	4.3	1.1	2.7	1138	i	7
COc1cccc(N2CCN(C(=O)/C=C/c3ccco3)CC2)c1	6	3	1.2	-0.29	0.7	-0.079	i	0.15	1105	13	694	-9%	2.1	4.3	10.0	0.3	1152	i	-3
Cc1ccc(-c2nnc3n2N=C(c2ccccc2)CS3)cc1	-7	-13	-0.65	-0.19	-0.041	0.36	i	nt	nt	42	713	5%	2.3	2.4	7.0	-2.9	1170	i	-3
COc1ccc(CNC(=O)c2noc3c2CCCCC3)cc1	3	-13	2.1	-0.17	0.97	-0.7	i	-0.08	1260	2	781	-28%	2.3	2.8	15	-0.2	1187	i	-10
Cn1c(N)c(C(=O)COC(=O)c2cc(-c3ccccc3)nc3ccccc23)c(=O)n(Cc2ccccc2)c1=O	-6	7	0.6	-0.3	0.64	0.058	i	-0.19	1293	1	738	14%	4.5	3.1	3.3	nt	nt	i	-1
CCN(CC)CCCNC(=O)c1nn(-c2ccc(OC)cc2OC)c(=O)c2ccccc12	-5	-3	0.32	0.61	0.2	0.85	i	-0.85	1277	-4	685	5%	2.9	2.1	5.7	nt	nt	i	0
Cc1ccc(NC(=O)CN(C)C(=O)CSc2nnnn2C)cc1	nt	nt	1.1	-0.21	0.28	0.012	i	nt	nt	-8	695	0%	nt	nt	nt	-0.5	1085	nt	nt
Brc1ccc(-c2nnc3ccc(N4CCN(c5ccccc5)CC4)nn23)cc1	5	-11	-1	-0.23	-0.33	0.97	i	-0.53	906	nt	nt	-31%	4.9	2.6	14	-2.7	936	i	-2
COc1ccc(N/C=C\C(=O)c2ccc(C)cc2)cc1OC	3	8	0.17	3.4	0.66	-2.7	i	-0.42	1632	8	674	-32%	6.6	2.3	9.8	-0.3	997	i	18
CCCCCC(=O)NNC(=S)NC(=O)c1ccc([N+](=O)[O-])cc1	62*	47*	-0.84	-0.22	-0.81	0.5	i	-0.27	1120	0	686	17%	2.6	1.8	5.7	1.0	1088	i	8
COc1cccc(C(=O)O/N=C(\C)c2cnccn2)c1	4	-2	-1.3	-0.27	-0.77	1	i	-0.42	1424	-10	725	5%	3.6	2.4	5.7	3.4	896	i	-47

Compound activity: PubChem BioAssay, several laboratories

A portion of the library; rates above refer to the full screens.
